Screening data (PubChem BioAssay)
Peg3 promoter – Peg3 promoter-driven luciferase inhibitors, primary screen, cell-based, HeLa, luciferase luminescence | HeLa PEG-Prom luciferase reporter, overnight | inhibition, % at 20 µM | 360,000 tested, 1.7% active | AID 588405, 2011;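 active means inhibition of at least 50% at 20 µM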
TRPM1 prom inh – inhibitors of MITF-dependent TRPM1 promoter reporter, primary screen, cell-based, SK-MEL-5, single point, luciferase | SK-MEL-5 TRPM1 promoter luciferase, 24 h | inhibition, % at 12.5 µM | 330,000 tested, 0.83% active;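 active means mean inhibition across replicates of 60% or more, whatever share of single replicates reaches that level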; further: values of inactives mirror those of a sister screen read the other way
CaV13 ICDI inh – Primary screen for inhibitors of IQ motif and Ca2+-dependent inactivation inhibitor domain binding in CACNA1D, Förster resonance energy transfer in living cells, …. HEK cells, CFP/YFP FRET ICDI-IQ, plate reader, 10 min; percent FRET-ratio fall versus neutral wells. 340,000 tested, 0.098% active. inhibition, % at 12.3 µM;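 active means mean replicate inhibition of at least 30% and at least 1% of replicates passing that level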;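 further: 0% = median of the neutral control wells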
hiPSC survival – enhancers of single-cell hiPSC survival, primary screen, ATPlite luminescence | 100% = ROCK inhibitor wells, 0% = DMSO | 360,000 tested, 0.044% active | survival enhancement, % at 20 µM; in the data active means survival enhancement above about 18%;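 further: cells exposed to compounds for 16 hours before the ATP read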
HIF-2a block – HIF-2a reporter inhibitors, primary screen, luminescence, 786-0 RCC cells; 786-0 RCC cells HIF-2a reporter, luciferase luminescence, overnight; inhibition, % at 18.8 µM; 360,000 tested, 0.72% active; AID 624352, 2012;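 active means inhibition of the luminescence signal of 40% or more relative to plate controls, in a single-dose primary screen at 18.75 µM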
PDI inh – inhibitors of human PDI, primary screen, biochemical, turbidity, single point, plate reader; PDI insulin aggregation turbidity, A650, 90 min; inhibition, % at 10 µM; Protein disulfide-isomerase (Homo sapiens), P07237; 350,000 tested, 0.052% active;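 active means mean inhibition across replicates of 30% or more, whatever share of single replicates reach that level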;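 further: absorbance from insulin aggregation driven by PDI reduction with DTT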
Target sequence (P07237 whole entry, looked up): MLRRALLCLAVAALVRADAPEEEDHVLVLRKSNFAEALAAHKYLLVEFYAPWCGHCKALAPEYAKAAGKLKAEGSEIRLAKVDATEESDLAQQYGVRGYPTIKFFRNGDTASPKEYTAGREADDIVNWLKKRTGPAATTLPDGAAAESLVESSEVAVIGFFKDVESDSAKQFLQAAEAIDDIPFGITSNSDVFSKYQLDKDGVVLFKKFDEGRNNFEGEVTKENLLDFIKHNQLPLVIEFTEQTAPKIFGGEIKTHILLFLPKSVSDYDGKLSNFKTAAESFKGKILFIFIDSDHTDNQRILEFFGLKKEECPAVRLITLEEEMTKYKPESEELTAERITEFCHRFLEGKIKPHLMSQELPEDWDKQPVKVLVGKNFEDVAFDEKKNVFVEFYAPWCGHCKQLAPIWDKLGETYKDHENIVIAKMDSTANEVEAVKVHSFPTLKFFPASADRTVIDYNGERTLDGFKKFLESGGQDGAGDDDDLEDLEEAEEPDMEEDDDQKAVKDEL
Granule exo inh – LAMP-1 surface exposure blockers, TALL-104 cells – cell-based, flow cytometry, MLPCN library, primary screen. AID 651702, 2012. inhibition, % at 10 µM. TALL-104 LAMP-1 surface exposure; cells stimulated with thapsigargin and PMA. 360,000 tested, 0.66% active;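 active means inhibition above about 55%, limit read from the data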
NR2E3 ag-1 – NR2E3 agonists in two-hybrid cells, primary screen, cell-based, luminescence, CHO-S, Gal4-NCOR/VP16-NR2E3; Photoreceptor-specific nuclear receptor (Homo sapiens), Q9Y5X4; luciferase; inhibition of corepressor binding, % at 3.98 µM; 360,000 tested, 0.35% active; AID 602229, 2012;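 active means inhibition above the mean of all tested compounds plus 3 SD, cut at about 70% in these data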;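 further: 0% = DMSO with NR2E3 transfected cells and 100% = cells lacking NR2E3 construct; higher means lower luciferase signal from less NR2E3 corepressor binding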
Target sequence (Q9Y5X4 whole entry, looked up, the tested form may be a part): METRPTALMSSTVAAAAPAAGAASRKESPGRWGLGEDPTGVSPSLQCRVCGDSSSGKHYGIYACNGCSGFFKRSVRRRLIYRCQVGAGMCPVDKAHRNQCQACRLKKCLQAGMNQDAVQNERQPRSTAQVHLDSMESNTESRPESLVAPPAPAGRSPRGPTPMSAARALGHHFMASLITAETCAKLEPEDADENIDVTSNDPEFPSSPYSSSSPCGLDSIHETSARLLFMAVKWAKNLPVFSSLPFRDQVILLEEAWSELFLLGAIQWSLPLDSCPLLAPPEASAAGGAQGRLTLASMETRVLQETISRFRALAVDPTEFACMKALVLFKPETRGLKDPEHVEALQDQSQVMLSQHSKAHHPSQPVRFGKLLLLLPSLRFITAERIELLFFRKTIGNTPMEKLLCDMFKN
NR2E3 ag-2 – inhibitors of NR2E3-RetCOR corepressor binding, primary screen, NR2E3 agonist project, biochemical, TR-FRET, GST-NR2E3, biotin-RetCOR | AID 2300, 2010 | Photoreceptor-specific nuclear receptor (Homo sapiens), Q9Y5X4 | 320,000 tested, 0.12% active | 1536-well | inhibition of corepressor binding, % at 4.78 µM;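 active means percent inhibition above the cutoff of mean plus 3 SD of all tested compounds, set per screening campaign, cut at about 20% in these data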;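 further: 0% = DMSO wells and 100% = biotin wells as full block of FRET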
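Format: 1536-well format; test system: GST-NR2E3 and biotin-RetCOR proteins; read-out basis: percent inhibition of TR-FRET ratio; timing: 5 h incubation at 4 °C; detection: time-resolved FRET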
Vif inh – HIV Vif self-association inhibitors, primary screen, imaging, HEK293T, single point. HEK293T cells, Vif self-association by quenched fluorescence, 24 h. 340,000 tested, 0.35% active. inhibition, % at 7.49 µM; in the data active means inhibition above about 50%, passing the limit was not always enough; further: some results filed as inactive read as strong as hits
aDG glyco act – activators of alpha-DG glycosylation, primary screen, uHTS, Pro5-aDG cells, AlphaScreen | alpha-DG glycosylation AlphaScreen (IIH6); 0% Pro5, 100% B10-LARGE cell signal | activation, % at 10 µM | 360,000 tested, 0.22% active;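 active means activation of at least 8% versus controls, or a plate z-score of at least 8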;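 further: Pro5 are CHO cells carrying HIG-tagged alpha-DG that lacks glycosylation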
Starred values were filed as active, the others as inactive.

For COc1ccc(C(=O)C2CCCN(C3Cc4ccccc4C3)C2)c(OC)c1 (configuration not stated) the results were Peg3 promoter 18, TRPM1 prom inh 1, CaV13 ICDI inh -3, hiPSC survival -1.9, HIF-2a block 24, PDI inh -2, Granule exo inh 5, NR2E3 ag-1 -3, NR2E3 ag-2 2, Vif inh -4 and aDG glyco act -0.4.
`NC(=O)c1nsc(C(=O)N(Cc2cccnc2)C(C(=O)NCc2ccc(F)cc2)c2ccc(F)cc2)c1N` (configuration not stated) gave Peg3 promoter -11, TRPM1 prom inh 4, CaV13 ICDI inh -2, hiPSC survival 0.1, HIF-2a block 18, PDI inh -1, Granule exo inh 18, NR2E3 ag-1 -13, NR2E3 ag-2 0, Vif inh 8 and aDG glyco act -0.1.
`O=C(c1ccccc1)N1CCN(C(=O)c2nn3c(C(F)(F)F)cc(-c4ccco4)nc3c2Br)CC1` gave Peg3 promoter 10, TRPM1 prom inh 8, CaV13 ICDI inh -4, hiPSC survival -0.4, HIF-2a block 9, PDI inh -3, Granule exo inh -10, NR2E3 ag-1 1, NR2E3 ag-2 4, Vif inh 2 and aDG glyco act 0.1.
Screening Cc1cc(C(=O)N/N=C/c2cccnc2)n[nH]1 returned Peg3 promoter -19, TRPM1 prom inh -5, CaV13 ICDI inh -1, hiPSC survival 0.5, HIF-2a block -11, PDI inh 10, Granule exo inh -1, NR2E3 ag-1 -28, NR2E3 ag-2 -5, Vif inh -9 and aDG glyco act 0.0.
For CN(C)CCCNc1ccc(S(N)(=O)=O)cc1[N+](=O)[O-] the results were Peg3 promoter -3, TRPM1 prom inh 0, CaV13 ICDI inh -2, hiPSC survival -0.7, HIF-2a block 14, PDI inh 2, Granule exo inh 0, NR2E3 ag-1 -4, NR2E3 ag-2 4, Vif inh -1 and aDG glyco act 0.0.
Cc1oc2cc(OCC(=O)O)ccc2c(=O)c1Oc1ccccc1 was read as Peg3 promoter -1, TRPM1 prom inh 4, CaV13 ICDI inh -9, hiPSC survival 1.1, HIF-2a block -3, PDI inh 4, Granule exo inh -2, NR2E3 ag-1 -5, NR2E3 ag-2 -2, Vif inh 8 and aDG glyco act -0.2.
Cc1occc1C(=O)N1CCN(S(=O)(=O)c2ccccc2)CC1 was read as Peg3 promoter 13, TRPM1 prom inh -6, CaV13 ICDI inh -5, hiPSC survival 0.1, HIF-2a block 8, PDI inh 3, Granule exo inh -5, NR2E3 ag-1 8, NR2E3 ag-2 -2, Vif inh -3 and aDG glyco act 0.0.
Screening CCCNC(=O)C1(C)CCN(C(=O)c2ccccc2F)C1 (configuration not stated) returned Peg3 promoter 9, CaV13 ICDI inh -5, hiPSC survival -1.0, HIF-2a block -1, PDI inh -3, Granule exo inh 1, NR2E3 ag-1 -8 and aDG glyco act -0.2.
Screening O=C(CNC(=O)c1ccc(=O)[nH]c1)Nc1ccc(F)c(F)c1 returned Peg3 promoter -3, TRPM1 prom inh -2, CaV13 ICDI inh -8, hiPSC survival 0.2, HIF-2a block 12, PDI inh 1, Granule exo inh -2, NR2E3 ag-1 -28, NR2E3 ag-2 3, Vif inh -40 and aDG glyco act 0.0.
CCN(CC)CCSc1nc(O)c(C(C)C)c(=O)[nH]1 was read as Peg3 promoter 1, TRPM1 prom inh -6, CaV13 ICDI inh -5, hiPSC survival 2.3, HIF-2a block -1, PDI inh -1, Granule exo inh 0, NR2E3 ag-1 7, NR2E3 ag-2 2, Vif inh 8 and aDG glyco act 0.1.
`COC(=O)c1cccc(N(CC(=O)NC2CCCC2)C(=O)CCC(=O)Nc2cc(C)on2)c1` gave Peg3 promoter 4, TRPM1 prom inh 1, CaV13 ICDI inh -2, hiPSC survival 1.7, HIF-2a block 5, PDI inh 10, Granule exo inh 2, NR2E3 ag-1 -4, NR2E3 ag-2 0, Vif inh 4 and aDG glyco act 0.0.
`O=C(Cn1cc2c(n1)CCCCC2)NCCCN1CCOCC1` gave Peg3 promoter 6, TRPM1 prom inh -11, CaV13 ICDI inh 0, hiPSC survival -0.4, HIF-2a block -3, Granule exo inh -1, NR2E3 ag-1 -8, NR2E3 ag-2 -2, Vif inh 11 and aDG glyco act 0.1.
`CCOc1ccccc1CN1CCN(CC2CC2)CC1CCO` (configuration not stated) gave Peg3 promoter 11, TRPM1 prom inh 4, CaV13 ICDI inh -5, hiPSC survival 1.2, HIF-2a block 15, PDI inh -4, Granule exo inh -2, NR2E3 ag-1 -6, NR2E3 ag-2 2, Vif inh 0 and aDG glyco act -0.1.
For Cc1ccc(NC(=O)C2CCN(S(=O)(=O)c3c(C)nn(C)c3C)CC2)c(Cl)c1 the results were Peg3 promoter -3, TRPM1 prom inh 2, CaV13 ICDI inh -7, hiPSC survival -0.3, HIF-2a block 15, PDI inh 3, Granule exo inh -8, NR2E3 ag-1 3, NR2E3 ag-2 -1, Vif inh 0 and aDG glyco act 0.0.
`COC(=O)c1ccc(COC(=O)c2nn(C)c(=O)c3ccccc23)cc1` gave Peg3 promoter -66, TRPM1 prom inh -17, CaV13 ICDI inh -7, hiPSC survival -0.3, HIF-2a block -122, PDI inh 5, Granule exo inh 3, NR2E3 ag-1 -12, NR2E3 ag-2 -2, Vif inh -17 and aDG glyco act 2.2.
For CC(C)n1c(C(F)(F)F)nc2cc(C(=O)N3CCOCC3)ccc21 the results were Peg3 promoter 15, TRPM1 prom inh -5, CaV13 ICDI inh -3, hiPSC survival -0.5, HIF-2a block 11, PDI inh 6, Granule exo inh -2, NR2E3 ag-1 -21, NR2E3 ag-2 2, Vif inh -11 and aDG glyco act 0.1.
`O=C(Nc1cc(C(F)(F)F)ccc1Cl)c1ccncc1` gave Peg3 promoter 3, TRPM1 prom inh 6, CaV13 ICDI inh 0, hiPSC survival 2.7, HIF-2a block 1, PDI inh -6, Granule exo inh -2, NR2E3 ag-1 11, NR2E3 ag-2 1, Vif inh -2 and aDG glyco act -0.1.
`Cc1cc2c(=O)n(NC(N)=O)c(C)nc2s1` gave Peg3 promoter 25, TRPM1 prom inh -3, CaV13 ICDI inh -5, hiPSC survival -1.0, HIF-2a block 7, PDI inh -1, Granule exo inh 14, NR2E3 ag-1 -11, NR2E3 ag-2 -4, Vif inh 8 and aDG glyco act -0.1.
For Cc1[nH][nH]c(=O)c1C(c1cc(Br)ccc1O)c1c(C)[nH][nH]c1=O the results were Peg3 promoter -1, TRPM1 prom inh 9, CaV13 ICDI inh -18, hiPSC survival -0.1, HIF-2a block 11, PDI inh -6, Granule exo inh -10, NR2E3 ag-1 -15, NR2E3 ag-2 -1, Vif inh 7 and aDG glyco act -0.1.
Screening O=C(C(c1ccccc1)c1ccccc1)N1CCN(Cc2ccncc2)CC1 returned Peg3 promoter 12, TRPM1 prom inh -3, hiPSC survival -1.1, HIF-2a block 1, PDI inh 8, Granule exo inh 3, NR2E3 ag-1 10, NR2E3 ag-2 -4, Vif inh -7 and aDG glyco act -0.1.
For Cc1ccc(NC(=O)CSc2nc3[nH]c(=O)cc(O)c3s2)c(Br)c1 the results were Peg3 promoter 18, TRPM1 prom inh 1, CaV13 ICDI inh -5, hiPSC survival -0.5, HIF-2a block -2, PDI inh 3, Granule exo inh 2, NR2E3 ag-1 -29, NR2E3 ag-2 5, Vif inh 4 and aDG glyco act 0.5.
`CCn1cc(Cl)c(C(=O)Nc2nccs2)n1` gave Peg3 promoter -100, TRPM1 prom inh -23, CaV13 ICDI inh -7, hiPSC survival -0.7, HIF-2a block -140, PDI inh -6, Granule exo inh -6, NR2E3 ag-1 -58, Vif inh -8 and aDG glyco act -0.1.
Cc1nnc(SCC(=O)N2CCN(S(=O)(=O)c3ccccc3)CC2)n1Cc1ccccc1 was read as Peg3 promoter 6, TRPM1 prom inh -1, CaV13 ICDI inh -6, hiPSC survival -4.2, HIF-2a block 6, PDI inh 3, Granule exo inh -3, NR2E3 ag-1 5, NR2E3 ag-2 1, Vif inh 9 and aDG glyco act 0.0.
Screening CN(C)c1ccc(/C=C(/C#N)C(=O)Nc2nc3c(s2)CCN(Cc2ccccc2)C3)cc1 returned Peg3 promoter -21, TRPM1 prom inh -14, CaV13 ICDI inh -11, hiPSC survival -3.2, HIF-2a block -35, PDI inh -1, Granule exo inh 9, NR2E3 ag-1 0 and aDG glyco act 0.0.
Screening CC(C)(C)OC(=O)N1CCN(c2ccc(NC(=O)c3ccco3)cc2)CC1 returned Peg3 promoter -9, TRPM1 prom inh 3, CaV13 ICDI inh -7, hiPSC survival -0.1, HIF-2a block -28, PDI inh -14, Granule exo inh -9, NR2E3 ag-1 -10, Vif inh -6 and aDG glyco act 0.0.
Cc1ccc(S(=O)(=O)N(C)CC(=O)N(C)CCOc2ccccc2)cc1 was read as Peg3 promoter -2, CaV13 ICDI inh -6, hiPSC survival -1.5, HIF-2a block 9, PDI inh -1, Granule exo inh -6, NR2E3 ag-1 4, Vif inh -7 and aDG glyco act -0.3.

Sorted by length of the SMILES (rising): four of the compounds above
Screening O=C(C(c1ccccc1)c1ccccc1)N1CCN(Cc2ccncc2)CC1 returned Peg3 promoter 12, TRPM1 prom inh -3, hiPSC survival -1.1, HIF-2a block 1, PDI inh 8, Granule exo inh 3, NR2E3 ag-1 10, NR2E3 ag-2 -4, Vif inh -7 and aDG glyco act -0.1.
Cc1ccc(S(=O)(=O)N(C)CC(=O)N(C)CCOc2ccccc2)cc1 was read as Peg3 promoter -2, CaV13 ICDI inh -6, hiPSC survival -1.5, HIF-2a block 9, PDI inh -1, Granule exo inh -6, NR2E3 ag-1 4, Vif inh -7 and aDG glyco act -0.3.
Screening CC(C)(C)OC(=O)N1CCN(c2ccc(NC(=O)c3ccco3)cc2)CC1 returned Peg3 promoter -9, TRPM1 prom inh 3, CaV13 ICDI inh -7, hiPSC survival -0.1, HIF-2a block -28, PDI inh -14, Granule exo inh -9, NR2E3 ag-1 -10, Vif inh -6 and aDG glyco act 0.0.
Screening CN(C)c1ccc(/C=C(/C#N)C(=O)Nc2nc3c(s2)CCN(Cc2ccccc2)C3)cc1 returned Peg3 promoter -21, TRPM1 prom inh -14, CaV13 ICDI inh -11, hiPSC survival -3.2, HIF-2a block -35, PDI inh -1, Granule exo inh 9, NR2E3 ag-1 0 and aDG glyco act 0.0.
